Source: PubChem BioAssay
DT40 TDP1 CPT: DT40-hTDP1 cell growth loss with CPT; AID 686979; chicken DT40 Tdp1-/-;hTDP1 cells + 20 nM CPT, ATP luminescence, 48 h; 420,000 tested, 12% active; Potency, µM (top dose mostly 46.2 µM), for the others: at the top dose activity change, negative = growth inhibition, most hits filed as inhibitors; also: nearly all actives have a fitted effect of over 55% in size
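Chicken DT40 Tdp1-/- cells stably complemented with human TDP1 were seeded at 400 cells/well in medium containing 20 nM camptothecin, exposed to pin-transferred compounds, and grown at 37 °C for at least 48 hr. Viability was read as ATP luminescence.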
FEN1 inhibitor: blocks human flap endonuclease 1; 390,000 tested, 0.35% active; Potency, µM (doses to about 114 µM), for inactives: at the highest dose activity change, negative = inhibition, most hits filed as inhibitors; Recombinant FEN1 flap cleavage, fluorescence, 15 min; P39748; also: nearly all actives have a fitted effect of over 65% in size
Target sequence (P39748 whole entry, looked up): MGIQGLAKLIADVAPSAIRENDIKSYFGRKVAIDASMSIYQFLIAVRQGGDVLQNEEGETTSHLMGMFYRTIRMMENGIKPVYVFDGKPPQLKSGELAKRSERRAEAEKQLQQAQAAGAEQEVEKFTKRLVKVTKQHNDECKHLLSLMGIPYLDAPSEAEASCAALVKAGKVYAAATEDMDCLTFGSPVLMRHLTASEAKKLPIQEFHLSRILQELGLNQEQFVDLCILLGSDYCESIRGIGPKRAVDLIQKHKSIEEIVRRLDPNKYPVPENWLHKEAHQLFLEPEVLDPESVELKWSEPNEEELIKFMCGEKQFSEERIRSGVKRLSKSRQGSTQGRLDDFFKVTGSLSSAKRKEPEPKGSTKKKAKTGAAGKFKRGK
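Reaction started by adding substrate (50 nM final) to 10 nM enzyme after 15 min room-temperature compound preincubation. Reads at 0 and 15 min, with data normalized and fitted to a four-parameter Hill equation.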
N370S GC mod: inhibitors or activators of N370S glucocerebrosidase for Gaucher disease. 330,000 tested, 0.092% active. P04062. Potency, µM (series often up to 59.4 µM), for the others: at the top dose activity change, negative = inhibition, actives largely listed as inhibitors. N370S GC spleen homogenate, 4MU-glucoside fluorescence;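 also: 0% = full enzyme activity and -100% = no enzyme basal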
An asterisk follows results filed as active; ? = inconclusive; . = not tested or not shown; & = joins results of further samples; [ ] = remark or other dose. Calls follow the shape of the dose curve; as a rule, active = well fitted curve in the direction sought with a large enough effect; inconclusive = small, poorly fitted or top-dose-only effect, or another doubt; inactive = no such curve, though single readings can be large; an effect the other way counts as inactive or inconclusive. Unless noted, % is scaled to controls: 0 for no effect and ±100 for the full control effect; potency is read from the fitted curve at half-maximal effect.

SMILES | DT40 TDP1 CPT | FEN1 inhibitor | N370S GC mod
CC(O)c1nc2ccc(C(=O)O)cc2[nH]1 (stereo not drawn) | 3.8% | 8.0% | -0.5%
O=[N+]([O-])c1ccc2[nH]nc(-c3ccccc3)c2c1 | ? | -4.4% | -5.5%
CC(C)=CCC1=C(O)c2ccccc2C(=O)C1=O | ? | . | 3.1%&2.8%
O=C(O)C(Cc1ccccc1)n1cnnn1 (stereo not drawn) | -4.0% | 0.6% | 0.9%
CCNC(=O)NC(=O)CSc1ccc(S(=O)(=O)N2CCOCC2)cn1 | -7.1% | -0.2% | .
CCc1ccc(CNC(=O)c2sc3nc[nH]c(=O)c3c2C)cc1 | -16.4% | 6.0% | .
CN1C(=S)N(c2cccnc2)C(=O)/C1=C\c1ccc(N(C)C)cc1 | ? | -5.4% | -7.7%
Cc1ccn2c(CNCC3COCCO3)c(C(=O)N3CCCCCC3)nc2c1 (stereo not drawn) | 0.0% | 13.8% | -1.6%
O=C1c2ccccc2C(=O)c2c(NCCCN(CCO)CCO)cccc21 | ? | 20µM* | -11.8%
COc1ccc(N2CCN(S(=O)(=O)CCNC(=O)c3c(F)cccc3Cl)CC2)cc1 | -2.3% | 5.3% | .
Cc1cccc(CN2CCN(C3CCCC3)C(CCO)C2)n1 (stereo not drawn) | -1.4% | 1.3% | 2.0%
Cc1cc(C)cc(N(CC(=O)NCCSCc2ccccc2)S(C)(=O)=O)c1 | -25.8% | -13.0% | -1.6%
CN(C(=O)Cc1noc2ccccc12)c1ccccc1 | -2.4% | 6.8% | 4.2%
CCCCN1C(=O)CN(C2CCCCCC2)C(=O)C1c1ccc(OCCC)c(OC)c1 (stereo not drawn) | 11.6µM* | -3.9% | .
Cn1c(N2CCC(C(N)=O)CC2)nc2c1c(=O)n(Cc1ccc(Br)cc1)c(=O)n2C | -10.4% | -0.9% | .
O=C1CC(C2CCCO2)C(=O)N1c1cccc(Cl)c1 (stereo not drawn) | 12.3% | 0.2% | 8.9%
N#C/C(=C\c1ccc(-c2ccc(C(=O)O)cc2)o1)C(=O)NCC1CCCO1 (stereo not drawn) | -0.5% | -15.2% | -10.1%
c1ccc(Cn2nnc3cnccc32)cc1 | -3.5% | 9.8% | 6.6%
CCN(C(=O)COC(=O)C(Cc1ccccc1)N1C(=O)c2ccccc2C1=O)C1CCS(=O)(=O)C1 (stereo not drawn) | -18.8% | -13.1% | -6.7%
CCOC(=O)c1ccc(NS(=O)(=O)c2cc3c(cc2C)n(C)c(=O)c(=O)n3C)cc1 | ? | -2.7% | .
COc1ccc(C(=O)c2c(N)sc3c2CCN(C)C3)cc1 | ? | -15.7% | -9.2%
O=C(Nc1cccc(C(F)(F)F)c1)c1sc(Cl)nc1C(F)(F)F | 16.4µM* | -21.1% | -9.6%
COc1ccc(N(C(=O)c2cccnc2)S(=O)(=O)c2cccc([N+](=O)[O-])c2)cc1 | 12.2% | -14.5% | -11.8%
COc1ccc(OC)c(C(=O)NC2CC(C)(C)Cc3c2cnn3-c2ccccc2)c1 (stereo not drawn) | ? | -5.8% | -5.5%
C/C(=N\NC(=O)CCCNc1cccc(C)c1)c1ccncc1 | 2.2% | -6.0% | -13.8%
Cc1ccc(CNC(=O)c2ccc(C)s2)cc1 | -15.2% | -15.2% | .
COc1ccc(NS(=O)(=O)c2ccc(N/N=C(\C)c3ccncc3)c([N+](=O)[O-])c2)cc1 | 11.6µM* | -3.9% | -1.0%
O=C(c1ccc2c(c1)OCCO2)N1CCN(c2nc(-c3cccs3)nc3ccccc23)CC1 | 11.2µM* | -1.3% | .
COC(=O)c1ccc(CON2C(=O)c3ccccc3C2=O)cc1 | 8.3% | -3.4% | -0.5%
CC(=O)c1cccc(NC(=O)c2sc(Cl)nc2C)c1 | -1.8% | -13.4% | -16.5%
COc1ccc(-n2cnc3cc(C(=O)NC4CCCCCC4)ccc32)cc1 | ? | -0.6% | .
CCn1c2ccccc2c2cc(/C=N/O)ccc21 | ? | -8.1% | 0.0%
CC(=O)c1cccc(NC(=S)NCCc2ccc(F)cc2)c1 | -17.8% | -1.1% | -6.8%
Cc1ccc(CNC(=O)CCCn2c(=O)c3ccccc3n(CC(=O)NCc3ccco3)c2=O)cc1 | -8.4% | 1.5% | -15.8%
CCOC(=O)C1CCN(Cc2cn[nH]c2-c2ccc(C)cc2)CC1 | 1.8% | -11.0% | ?
Oc1ccc(-c2sc(Nc3ccccc3)n[n+]2-c2ccc(F)cc2)cc1 | -10.2% | 13.9% | -6.1%
CSc1nc2ccccc2cc1/C=C(\C#N)c1ccc(Cl)c(Cl)c1 | ? | 5.3% | 6.6%
COc1ccc(-c2nnc(NC(=O)CSc3ccccc3)s2)cc1OC | -20.3% | 1.4% | -0.6%
COc1cc([N+](=O)[O-])ccc1NC(=S)Nc1cc(C(=O)OC(C)C)cc(C(=O)OC(C)C)c1 | 29.1µM* | -1.9% | 2.0%
CCc1ccccc1OCC(=O)OCC(=O)Nc1cc(C)on1 | -3.9% | 4.0% | .
CCc1cc(=O)n2c([nH]c3ccccc32)c1C#N | ? | -14.0% | ?
COc1ccc(C2(CNC(=O)c3cccc([N+](=O)[O-])c3)CCOCC2)cc1 | 8.3% | 0.3% | 5.8%
Cn1c(SCC(=O)Nc2ccc(Br)cc2F)nnc1-c1ccco1 | -3.8% | -14.9% | 3.6%
Cc1cc(/C=N/NC(=O)CC2(C)OCCO2)c(C)n1-c1cc(Cl)cc(Cl)c1 | ? | 6.5% | -1.8%
CC(=O)c1ccc(NC(=O)CSc2ccc(-c3sc(C)nc3C)nn2)cc1 | 13µM* | -7.3% | 2.2%
C[C@@H]1C=C(C(=O)N2CCN(C)CC2)O[C@H](OCc2ccc(CO)cc2)C1 | 13.2% | 15.7% | 7.6%
COc1ccccc1C(O)(c1ccccc1)c1ccccc1OC | -19.9% | -22.8% | .
Nc1ccc(C(=O)N(CCO)CCO)cc1 | 8.4% | -10.7% | 0.8%
O=c1c(-c2ccc(Cl)cc2)nc2cnc(Nc3ccccc3)nc2n1C1CC1 | 12.9% | . | 4.2%
Cc1ccccc1/C=C/C1=NCCN1 | -14.0% | ? | -8.8%&-2.2%
(more compounds)
SMILES | DT40 TDP1 CPT | FEN1 inhibitor | N370S GC mod
Cc1nn(C)c2ncc(C(=O)c3ccccc3O)cc12 | ? | -11.3% | 3.3%
COc1cccc(NC(=O)C2C3C=CC(O3)C2C(=O)NCc2cccnc2)c1 (stereo not drawn) | ? | -4.3% | -1.2%
O=C(Nc1ccc(F)c(Cl)c1)C1CC(=O)n2c(nc3ccccc32)N1 (stereo not drawn) | -12.7% | -8.4% | 3.0%
COc1ccc(C(=O)CC(=O)c2ccccc2)cc1 | -16.6% | -0.9% | .
CC(=O)N/N=C(/C)c1ccc(NC(=O)c2csc(C)c2C)cc1 | -25.8% | 9.4% | -16.7%
c1ccc2c(c1)OCc1cn[nH]c1-2 | -4.6% | -14.1% | -3.1%
CSc1ncc(C(=O)O)n1-c1ccc(F)cc1 | -1.8% | -4.1% | 6.3%
Cc1cccc(N2C(=O)CC(N(O)c3ccccc3)C2=O)c1 (stereo not drawn) | ? | -7.7% | -15.7%
CC1CCc2[nH]c3ccc(C(=O)N(C)CC(=O)Nc4ccccc4Br)cc3c2C1 (stereo not drawn) | ? | -16.8% | -3.1%
Cc1ccc(Nc2ncnc(N)n2)cc1C | -14.1% | 3.1% | 12.3%

For convenience, part of the list above:
SMILES | DT40 TDP1 CPT | FEN1 inhibitor | N370S GC mod
Cn1c(SCC(=O)Nc2ccc(Br)cc2F)nnc1-c1ccco1 | -3.8% | -14.9% | 3.6%
Cc1cc(/C=N/NC(=O)CC2(C)OCCO2)c(C)n1-c1cc(Cl)cc(Cl)c1 | ? | 6.5% | -1.8%
CC(=O)c1ccc(NC(=O)CSc2ccc(-c3sc(C)nc3C)nn2)cc1 | 13µM* | -7.3% | 2.2%
C[C@@H]1C=C(C(=O)N2CCN(C)CC2)O[C@H](OCc2ccc(CO)cc2)C1 | 13.2% | 15.7% | 7.6%
COc1ccccc1C(O)(c1ccccc1)c1ccccc1OC | -19.9% | -22.8% | .
Nc1ccc(C(=O)N(CCO)CCO)cc1 | 8.4% | -10.7% | 0.8%
O=c1c(-c2ccc(Cl)cc2)nc2cnc(Nc3ccccc3)nc2n1C1CC1 | 12.9% | . | 4.2%
Cc1ccccc1/C=C/C1=NCCN1 | -14.0% | ? | -8.8%&-2.2%
Cc1nn(C)c2ncc(C(=O)c3ccccc3O)cc12 | ? | -11.3% | 3.3%
COc1cccc(NC(=O)C2C3C=CC(O3)C2C(=O)NCc2cccnc2)c1 (stereo not drawn) | ? | -4.3% | -1.2%
O=C(Nc1ccc(F)c(Cl)c1)C1CC(=O)n2c(nc3ccccc32)N1 (stereo not drawn) | -12.7% | -8.4% | 3.0%
COc1ccc(C(=O)CC(=O)c2ccccc2)cc1 | -16.6% | -0.9% | .
CC(=O)N/N=C(/C)c1ccc(NC(=O)c2csc(C)c2C)cc1 | -25.8% | 9.4% | -16.7%
c1ccc2c(c1)OCc1cn[nH]c1-2 | -4.6% | -14.1% | -3.1%
CSc1ncc(C(=O)O)n1-c1ccc(F)cc1 | -1.8% | -4.1% | 6.3%

(next part)
SMILES | DT40 TDP1 CPT | FEN1 inhibitor | N370S GC mod
CCOC(=O)C1CC=C(Cl)CC1C(=O)Nc1nccs1 (stereo not drawn) | -12.5% | -10.2% | -2.1%
COC(=O)c1nc2ccccn2c1F | 5.7% | -3.2% | -1.0%
Nn1c(Cc2ccccc2F)nnc1SCC(=O)Nc1cccc(S(=O)(=O)NC2=NCCCCC2)c1 | -16.2% | 18.8% | 1.6%
Cc1ccc(N2CC(C(=O)NCc3n[nH]c(=O)c4ccccc34)CC2=O)cc1 (stereo not drawn) | -18.2% | 2.5% | -0.8%
CC(C)(C)NC(=O)C(c1ccccn1)N(C(=O)C1CSC(=O)C1)c1ccc(F)cc1 (stereo not drawn) | 5.5% | -5.3% | 3.9%[12.8 µM]
Cc1cc(-c2c(C)[nH]n(-c3ccccc3)c2=O)n[nH]1 | 2.91µM* | -14.1% | -11.7%
Cc1ccc(CN2CCN(/N=C\C(Br)=C\c3ccccc3)CC2)cc1 | 2.59µM* | -2.6% | -21.2%
CN1CCC(n2[nH]c(-c3ccccc3)c(Cc3ccccc3)c2=O)CC1 | 8.2% | -13.9% | .
CC(=O)N1CN(C2CC(C)(C)NC(C)(C)C2)Cc2c1sc1c2CCCC1 | ? | -9.1% | -11.5%
NS(=O)(=O)c1ccc(CNC(=S)NC(=O)c2ccco2)cc1 | -11.2% | -5.0% | .
O=C(NCc1ccc(F)cc1)c1cccs1 | -8.3% | -11.1% | 0.2%
Cc1ccc(S(=O)(=O)N2CCCCC2)c(C)c1NS(C)(=O)=O | -3.7% | 5.3% | 3.1%
Cc1nnsc1C(=O)N1CCN(c2ccc(F)cc2)CC1 | -11.1% | 4.6% | 21.2%
CC(C)N1C(=O)N(c2ccc(Cl)cc2)C(C)(O)CC1(C)C (stereo not drawn) | -2.6% | 0.8% | 1.0%
Cc1nc(CSc2nsc(C)c2C#N)cs1 | 0.8% | 7.8% | 10.8%
COc1ccc(C2=NOC(C(=O)NC3CCCCC3)C2)cc1OC (stereo not drawn) | -24.1% | 5.3% | -2.5%
O=C(NC(Cc1ccccc1)C(=O)O)C1CCN(S(=O)(=O)c2ccccc2C(F)(F)F)CC1 (stereo not drawn) | -9.4% | 4.5% | -14.3%
N#Cc1ccsc1NC(=O)CN1CCN(c2ccc(O)cc2)CC1 | ? | 7.2% | -3.4%
O=S(=O)(Nc1cccc(-c2ccc3nncn3n2)c1)c1ccccc1F | -2.1% | 8.9% | -8.9%
O=C(Nc1ccc(F)cc1F)c1ccc2c(c1)CCN2S(=O)(=O)c1ccc(Cl)cc1 | ? | -7.0% | .
CCOc1ccc(NC(=S)Nc2cccc3ccccc23)cc1 | ? | -0.5% | -6.3%
Cc1ccc(-c2nnc(NCc3nc4ccccc4[nH]3)c3ccccc23)cc1S(=O)(=O)N1CCCCC1 | 20.6µM* | -13.1% | -11.9%
Cc1cccc(N2CCN(C(=O)C3CCCN(S(=O)(=O)c4cnc[nH]4)C3)CC2C)c1 (stereo not drawn) | ? | -0.4% | 0.9%

Only part of the results is shown. The share of hits here may be higher or lower than overall.
